Compound activity: PubChem BioAssay, National Center for Advancing Translational Sciences (NCATS)
B2AR arrestin: beta2AR (human) beta-arrestin recruitment activity; beta-arrestin recruitment to beta2AR, cell-based reporter; Potency, µM (doses to about 46.1 µM), for the others: at the highest dose activation, most hits filed as activators; P07550; 330,000 tested, 0.02% active;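 further: potency means the concentration at half of the fitted maximal effect; 0% = DMSO controls and full agonism = EC100 isoproterenol or metaproterenol; nearly all actives have a fitted effect of over 65% in size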
GALK inh: blocks human galactokinase activity; 270,000 tested, 0.007% active; Potency, µM (highest dose often 57.5 µM), for inactives: at the highest dose activity change, negative = inhibition, usual class: inhibitors; Purified GALK, Kinase-Glo residual ATP luminescence; further: potency means the concentration at half of the fitted maximal effect; on the % scale 0 is the no-effect control and ±100 the full control effect
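Kinase-Glo Plus luminescence measured ATP left after a 1 h room-temperature reaction. The reaction used 5 nM GALK, 100 uM galactose and 35 uM ATP at pH 8.0 (20 mM HEPES, 5 mM MgCl2, 60 mM NaCl, 1 mM DTT, 0.01% BSA).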
Tb PFK inh: blocks T. brucei phosphofructokinase; Potency, µM (titrated, usually from 57.5 µM), for inactives: top-dose activity, negative = inhibition, hits mostly inhibitors; 330,000 tested, 0.17% active; T. brucei PFK, ADP-Glo luminescence;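 further: potency means the concentration at half of the fitted maximal effect; 0% = uninhibited 1x PFK enzyme wells and -100% = no-enzyme wells; nearly all actives have a fitted effect of over 60% in size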
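ADP-Glo luminescence quantified ADP after 45 min at room temperature, with 1.25 nM T. brucei PFK, 0.1 mM ATP and 0.5 mM fructose-6-phosphate in pH 8.0 TEA buffer. qHTS titrations up to 57 µM; curves classified by quality.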
FBPA coupling cs: inhibits coupling enzyme system, counter-screen for aldolase hits; activity change, negative = inhibition, % at 58.2 µM, hits read low; 290,000 tested, 0.67% active; coupling enzyme system counterscreen, AmpLite Red fluorescence; AID 2472; in the data active means activity change below about -30%; further: on the % scale 0 is the no-effect control and ±100 the full control effect
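Counterscreen of the coupled detection system alone, without aldolase: glyceraldehyde-3-phosphate coupling enzymes plus AmpLite Red readout. Compounds at 57.5 uM final, 10 min RT preincubation, 20 min RT reaction, fluorescence 525/598 nm.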
PKM2 activator: PKM2 (human) enzyme activation. P14618. purified PKM2, Kinase-Glo ATP luminescence, activation; response scale: 0% is enzyme alone, no compound. Potency, µM (series often up to 57.5 µM), inactives show top-dose activation, hits mostly activators. 260,000 tested, 0.34% active. AID 1631; further: potency means the concentration at half of the fitted maximal effect; on the % scale 0 is the no-effect control and ±100 the full control effect; nearly all actives have a fitted effect of over 55% in size
Target sequence (P14618 whole entry, looked up): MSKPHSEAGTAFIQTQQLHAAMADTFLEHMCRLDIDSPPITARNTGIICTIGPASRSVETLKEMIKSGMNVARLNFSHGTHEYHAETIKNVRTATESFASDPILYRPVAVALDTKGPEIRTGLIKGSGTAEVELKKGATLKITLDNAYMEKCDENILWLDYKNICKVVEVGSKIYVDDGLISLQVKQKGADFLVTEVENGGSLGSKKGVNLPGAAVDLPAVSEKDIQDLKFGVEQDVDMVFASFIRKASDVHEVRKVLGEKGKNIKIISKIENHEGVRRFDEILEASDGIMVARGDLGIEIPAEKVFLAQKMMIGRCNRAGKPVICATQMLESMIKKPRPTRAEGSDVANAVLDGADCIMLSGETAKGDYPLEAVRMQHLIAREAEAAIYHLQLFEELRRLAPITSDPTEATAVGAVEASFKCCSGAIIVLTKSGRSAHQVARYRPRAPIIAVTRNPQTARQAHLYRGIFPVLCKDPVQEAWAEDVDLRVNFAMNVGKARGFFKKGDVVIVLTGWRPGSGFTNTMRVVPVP
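Purified hPK-M2 (>95%) run at intermediate activity with 0.1 mM ADP and 0.5 mM PEP in 50 mM imidazole pH 7.2, KCl, MgCl2; 1 h room temperature. ATP formed read by Kinase-Glo luminescence; normalized to uninhibited and no-enzyme controls.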
a7 integrin act: activates integrin-mediated alleviation for muscular dystrophy. alpha7betagal myoblasts, beta-gal FDG fluorescence, 48 h. AID 624291. Potency, µM (doses to about 38.3 µM), for inactives: at the highest dose activation, most hits filed as activators. 350,000 tested, 0.064% active;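 further: potency means the concentration at half of the fitted maximal effect; 100% = response of the positive control SU9516; nearly all actives have a fitted effect of over 60% in size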
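Alpha7betagal+/- myoblasts (passage 13) were plated 16-24 hr, then exposed to compounds (1:260 dilution of DMSO stock) for 48 hours at 37C. After MPER lysis, β-galactosidase reporter activity was read as FDG fluorescence (ex 480/em 540) after 30 minutes.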
TSG101-PTAP inh: blocks PTAP/TSG101 interaction to inhibit HIV-1 budding; Fluorescence polarization, FITC-PTAP peptide / Tsg101 binding; Potency, µM (doses to about 115 µM), for the others: at the highest dose activity change, negative = inhibition, actives largely listed as inhibitors; 340,000 tested, under 10 active; active means well fitted inhibition curve with a large enough effect in the main read-out, with a control signal flat, not every such curve was filed as active; inconclusive means small, poorly fitted or top-dose-only effect, or effect the other way, or a change in a side signal; inactive means no such curve, though single readings can be large or run the other way; further: potency means the concentration at half of the fitted maximal effect; % of control where 0% means no effect
Target sequence (Q99816 whole entry, looked up): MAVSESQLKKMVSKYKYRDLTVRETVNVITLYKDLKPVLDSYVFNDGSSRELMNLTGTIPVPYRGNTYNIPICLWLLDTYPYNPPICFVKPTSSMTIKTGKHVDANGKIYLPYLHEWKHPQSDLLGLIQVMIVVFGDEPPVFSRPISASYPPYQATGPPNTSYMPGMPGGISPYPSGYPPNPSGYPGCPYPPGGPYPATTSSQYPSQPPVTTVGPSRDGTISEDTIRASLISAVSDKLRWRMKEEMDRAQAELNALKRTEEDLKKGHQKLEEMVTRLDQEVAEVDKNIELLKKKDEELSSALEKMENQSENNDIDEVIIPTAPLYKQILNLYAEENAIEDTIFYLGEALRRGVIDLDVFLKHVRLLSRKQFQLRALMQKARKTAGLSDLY
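Tsg101 binding domain (10 uM final) was mixed with compound and a FITC-labeled PTAP peptide (50 nM final) in HEPES pH 7.5 buffer with NaCl, Tween 20, EDTA and TCEP; fluorescence polarization was read after 20 min at r.t.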
Chronic BCR inh: chronic active BCR signaling inhibition; ABC-DLBCL IkBa-CBG/CBR reporter, luminescence ratio, 4 h; Potency, µM (series often up to 46.1 µM), without a hit: at the top dose ratio change, negative = lower green/red ratio, hits mostly inhibitors; 340,000 tested, 0.05% active; active means well fitted inhibition curve with a large enough effect in the signal ratio, with a control signal flat, not every such curve was filed as active; inconclusive means small, poorly fitted or top-dose-only effect, or effect the other way, or a change in a side signal; the % refers to the signal ratio;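 further: potency means the concentration at half of the fitted maximal effect; plate controls were basal doxycycline-induced cells for no effect and cells given 10 µM MG132 for full effect; MG132 reads +100%, hits lower the ratio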
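Doxycycline induced both beetle luciferases in TMD8 lymphoma cells; IKK-driven degradation limits the IkappaBalpha-fused green signal, while red luminescence normalises for cell number and nonspecific effects. Compounds tested up to 46 uM, 4 hrs.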
Giardia kill: kills Giardia lamblia | 340,000 tested, 0.15% active | activity change, % at 7.66 µM, hits read low | Giardia lamblia trophozoite viability; in the data active means activity change below about -80%; inconclusive means between about -30% and that limit;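 further: parasites exposed to compound for two days anaerobically before the ATP read; on the % scale 0 is the no-effect control and ±100 the full control effect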
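Giardia trophozoites, 100 cells per well, were exposed to compounds for 48 hrs at 37 deg C under anaerobic conditions; viability was then read as ATP content by bioluminescence after 15-30 min at room temperature.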
S-ASM inh: human S-ASM enzyme inhibition. placental ASM, HMU-PC fluorogenic substrate, 60 min. P17405. 340,000 tested, 0.006% active. AID 504937. Potency, µM (titrated, usually from 57.5 µM), for inactives: at the top dose activity change, negative = inhibition, actives largely listed as inhibitors; further: potency means the concentration at half of the fitted maximal effect
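Steps: dispense placental human ASM, pin compound, wait 10 min at room temperature, add HMU-PC0 substrate at 9 uM final, incubate 60 min at 37 °C, add stop solution raising pH to 10, read fluorescence.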
Menin MLL FP TR: displaces Texas Red mutant MLL peptide from human menin; 270,000 tested, 0.23% active; Menin + Texas Red MLL mutant peptide, fluorescence polarization; Potency, µM (top dose mostly 61.6 µM), inactives show top-dose FP activity change, negative = inhibition, hits mostly inhibitors; active means well fitted inhibition curve with a large enough effect in the polarisation, with a control signal flat, not every such curve was filed as active; inconclusive means small, poorly fitted or top-dose-only effect, or effect the other way, or a change in a side signal; inactive means no such curve, though single readings can be large or run the other way; the % refers to the polarisation; further: potency means the concentration at half of the fitted maximal effect; % of control where 0% means no effect; many of its hits are not listed in these tables
* marks the source's active call; other numbers are inactive results; ? = inconclusive; . = no result given; [ ] = another dose, or the depositor's remark. Unless noted, the call rests on the fitted dose curve; in most records, active means well fitted curve in the direction sought with a large enough effect; inconclusive means small, poorly fitted or top-dose-only effect, or another doubt; inactive means no such curve, though single readings can be large; an effect the other way counts as inactive or inconclusive. Only part of the results is shown; the hit share may differ from the screen's.

SMILES	B2AR arrestin	GALK inh	Tb PFK inh	FBPA coupling cs	PKM2 activator	a7 integrin act	TSG101-PTAP inh	Chronic BCR inh	Giardia kill	S-ASM inh	Menin MLL FP TR
COc1ccc(C(C(=O)NC(C)(C)C)N(Cc2ccco2)C(=O)CCC(=O)Nc2cc(C)on2)cc1 (stereo not given)	0.0%	-2%	-6%	0	2%	2%	-7%	?	-2	6%	?
CC(C(=O)NCCN1C(=O)S/C(=C\c2cccnc2)C1=O)N1C(=O)c2ccccc2C1=O (stereo not given)	-0.9%	1%	-2%	4	15%	14%	-3%	-2%	-2	0%	6%
CSc1ccccc1C(=O)C1CCCN(Cc2c(C)n(C)n(-c3ccccc3)c2=O)C1 (stereo not given)	-0.6%	1%	0%	4	2%	-17%	-14%	6%	50[activator]	-4%	-24%
OC(CC#CCN1CCCCC1)(c1ccccc1)c1ccccc1	-0.1%	-3%	3%	0	1%	-4%	-6%	8%	-18	-1%	?
O=C(Nc1ccc2[nH]c3c(c2c1)CCCC3)c1ccco1	-0.2%	-1%	-7%	-26	-5%	5%	-6%	?	-7	-1%	?
CC(=O)OC1[C@H](Oc2c(O)c(C)c3c4c2[C@@H](C)CC[C@@H]4[C@@H](C)C[C@@H]3C=C(C)C)OC[C@@H](O)[C@@H]1O (stereo not given in full)	-0.5%	.	1%	.	.	-4%	-3%	3%	0	-6%	.
C=CCn1c(SCC(=O)OCC)nc(C(F)(F)F)cc1=O	0.3%	-1%	1%	1	-6%	7%	-12%	1%	15	-1%	-12%
O=C(COC(=O)CNC(=O)c1ccccc1)Nc1ccccc1Cl	0.3%	-3%	6%	2	1%	-26%	-2%	?	6	7%	3%
Cn1cc(-c2nnnn2-c2ccccc2)c(=O)c2ccccc21	0.3%	4%	-2%	4	11%	3%	-8%	-1%	7	-3%	-12%
Cc1ccccc1NC(=O)Cn1nc(C(=O)O)c2ccccc2c1=O	0.3%	-2%	8%	0	-9%	5%	-2%	-19%	-2	28%	12%
Cc1ccc(-c2nc(=S)c3c(n2Cc2cccnc2)CC(C)(C)OC3)cc1	-0.4%	-3%	-1%	1	1%	-12%	-6%	9%	1	2%	.
C=CCn1c(CNC(=O)c2ccco2)nnc1SCC(=O)c1ccccc1	3.2%	-2%	4%	-2	-5%	-18%	-4%	?	15	3%	-18%
Cc1ccc(C(=O)C(C)OC(=O)C2=COCCO2)cc1C (stereo not given)	-1.0%	4%	3%	0	-14%	14%	-1%	-3%	40[activator]	3%	-25%
O=C(CCn1c(=O)[nH]c2ccsc2c1=O)N1CCN(Cc2ccc3c(c2)OCO3)CC1	-0.1%	0%	-7%	-1	-1%	4%	-2%	2%	-4	6%	3%
CC[C@H](C)NC(=O)c1ccc(Cn2c(=S)[nH]c3c([nH]c4ccc(OC)cc43)c2=O)cc1	-0.4%	1%	0%	0	-1%	14%	0%	0%	10	8%	-7%
O=C(CCCSc1nc2ccccc2s1)NCc1ccco1	0.2%	2%	-7%	-3	11%	-29%	-2%	?	2	-3%	8%[11.7 µM]
COc1cccc(OCC(=O)N2CCC3(CC2)CC(=O)c2ccccc2O3)c1	0.0%	.	-8%	.	.	-39%[inhibitor]	-4%	-4%	-3	-2%	.
CCOC(=O)c1c(NC(=S)Nc2ccccc2)sc(C)c1C	-0.1%	-2%	1%	1	0%	?	-9%	11%	2	0%	-1%
Cc1ccc(-c2csc(NC(=O)CSc3nc(C)cs3)n2)cc1	0.3%	-3%	-7%	1	-21%	0%	-7%	?	-5	-10%	0%
COc1cc(C2C(C(=O)c3ccc(C)o3)=C(O)C(=O)N2c2cc(C)on2)cc(Br)c1O (stereo not given)	-0.1%	1%	-2%	5	2%	-17%	-5%	?	-23	0%	70%[activator]
COc1ccc(C(=O)COC(=O)c2ccccc2O)c(OC)c1	3.1%	.	6.7µM*	.	.	17%	0%	?	-4	-7%	.
O=C(CCC(=O)c1cccs1)NNC(=O)c1cc(Cl)ccc1Cl	-0.3%	.	-2%	.	.	-1%	1%	4%	20	1%	.
Cc1cn(C)c(=O)n(C)c1=O	-0.4%	-2%	7%	3	2%	7%	-2%	-15%	-10	-2%	-5%
Cn1c(-c2ccco2)n[nH]c1=S	0.5%	10%	0%	1	0%	-15%	-3%	1%	-2	-1%	-13%
O=C(O)c1ccccc1-c1ccccc1C(=O)NCCCO	0.0%	.	2%	-1	-23%	-14%	-8%	10%	2	1%	8%
Going on with the list.
SMILES	B2AR arrestin	GALK inh	Tb PFK inh	FBPA coupling cs	PKM2 activator	a7 integrin act	TSG101-PTAP inh	Chronic BCR inh	Giardia kill	S-ASM inh	Menin MLL FP TR
CCCC(C(=O)Nc1ccc(C)c(S(=O)(=O)N2CCOCC2)c1)c1ccccc1 (stereo not given)	0.0%	.	0%	.	.	2%	-5%	-1%	-22	-6%	.
CC(C)C[C@H](NC(=O)N1CC(=O)Nc2ccccc21)C(=O)N1CCC(C(=O)O)CC1	-0.3%	5%	-4%	3	.	-1%	0%	-10%	0	1%	3%
CC(C)C1Nc2c(O)cc(Cl)c([N+](=O)[O-])c2C2C=CCC21 (stereo not given)	-0.3%	2%	-1%	3	1%	?	-11%	-4%	-2	-14%	?
CCC(Cc1ccccc1)NC(=O)CCc1ccccc1 (stereo not given)	0.0%	4%	-5%	-1	-1%	2%	0%	7%	2	0%	-16%
CCOc1cc(N2CCOCC2)c(OCC)cc1NC(=O)CN1CCCC1	-0.2%	0%	1%	-18	-12%	4%	-2%	0%	28	6%	5%
Cc1c(CCO)c(=O)[nH]n1S(=O)(=O)c1ccccc1	0.5%	-2%	0%	3	2%	-3%	-1%	?	-11	5%	-6%
COc1ccc(C(=O)N/C(=C\c2ccc3c(c2)OCO3)C(=O)Nc2ccc(C(=O)O)cc2)cc1	0.1%	-1%	19%	2	-1%	9%	0%	-1%	4	1%	0%
Cc1ccc(SCc2cc(=O)[nH]c(N3CCN(Cc4ccccc4)CC3)n2)cc1	-0.1%	-2%	-1%	2	1%	-12%	-4%	-3%	2	0%	7%
COc1cccc(Nc2nc(-c3sc(NC(=O)CC(C)C)nc3C)cs2)c1	-0.3%	0%	-1%	-1	4%	13%	-4%	-13%	?	3%	?
Cc1ccc(Oc2ccc(NC(=O)c3ccco3)cc2)cc1	0.3%	2%	1%	0	-18%	0%[7.66 µM]	0%	-3%	-11	0%	-14%
CC(C)C[C@H](NC(=O)c1nc[nH]c1C(=O)N[C@@H](CC(C)C)C(=O)OCc1ccccc1)C(=O)OCc1ccccc1	0.5%	.	5%	-10	-6%	-34%	-4%	?	5	-4%	7%
CCCc1nnc(NC(=O)CCC(=O)NC2CC2)s1	0.2%	0%	0%	2	5%[0.46 µM]	?	-1%	-1%	50[activator]	0%	2%
CCC1(CC)NC(=O)N(CC(=O)OCC(=O)c2ccccc2OC)C1=O	-0.3%	.	-2%	.	.	7%	-10%	?	-7	-1%	.
COC(=O)[C@@H]1CC[C@H](C)[C@@H](c2ccc(C)cc2)N1C(=O)c1ccc(/C=N/O[C@@H](C)c2cn([C@H](CO)Cc3ccccc3)nn2)cc1	6.3%	.	0%	-2	4%	.	.	?	.	.	8%
CCc1ccc(C2CC(c3ccccc3Cl)Nc3nc(N)nn32)cc1 (stereo not given)	-0.5%	-1%	1%	2	1%	0%	-1%	-15%	1	-1%	-8%
N#C/C(=C\c1ccc(-c2ccc([N+](=O)[O-])cc2)o1)C(=O)Nc1nc(-c2cccs2)cs1	0.0%	-1%	14%	-7	0%	?	1%	?	-4	-1%	.
CCCc1cc(=O)[nH]c(SCCc2ccccc2)n1	0.3%	3%	0%	0	-1%[11.5 µM]	1%	1%	?	18	-1%	-19%
O=C(CC1CCCC1)NNC(=O)c1ccc(F)cc1	-0.1%	.	-1%	.	.	15%	-3%	4%	-5	-3%	.
N#C/C(=C\c1ccc([N+](=O)[O-])cc1)C(=O)Nc1ccccc1O	-0.7%	1%	0%	2	-8%	8%	1%	?	-10	-3%	?
Nc1nn2cc(-c3ccccc3)nc2c2ccccc12	-0.2%	6%	?	3	-23%	-21%	0%	?	-18	411%[activator]	?
COc1ccc(CNC(=O)C2CCN(S(=O)(=O)c3ccc(SC)cc3)CC2)cc1	-0.8%	-3%	-15%	2	.	-14%	2%	2%	-6	1%	.
